M1AAP inhibition: P. falciparum M1AAP inhibitors, biochemical, fluorogenic H-Leu-NHMec substrate, 1536-well (AID 1445); recombinant M1AAP, H-Leu-NHMec fluorogenic kinetic assay; higher % means a stronger effect; 220,000 tested, 0.42% active; Aminopeptidase N (Plasmodium falciparum (isolate 3D7)); inhibition, % at 30 µM, or IC50 in µM where a hit was titrated;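 active = primary inhibition above the hit cutoff, then over 50% inhibition at one or more dose response concentrations, cut at about 23% in these data, passing the limit was not always enough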;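 note: plate controls were DMSO full reaction for no effect and no enzyme background for full effect; strong numbers were not always called active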
LYP phosphatase: inhibitors of LYP phosphatase, biochemical, fluorescence intensity, uHTS (AID 1779) | Tyrosine-protein phosphatase non-receptor type 22 (Homo sapiens) | recombinant LYP phosphatase, fluorescence intensity; higher % means a stronger effect | one-dose inhibition, % at 11.5 µM; IC50 in µM for titrated hits | 290,000 tested, 0.054% active;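 note: plate controls were vehicle with enzyme for no effect and no enzyme for full effect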
SIAH1 antagonists: Siah-1 peptide-binding antagonists, primary screen, biochemical, fluorescence polarization, rhodamine-plectin, uHTS (AID 1817); 290,000 tested, 0.02% active; displacement, % at 20 µM, or IC50 in µM where a hit was titrated; E3 ubiquitin-protein ligase SIAH1 (Homo sapiens); Siah-1 / rhodamine-plectin peptide fluorescence polarization; higher % means a stronger effect;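 active = displacement of at least 50% at 20 µM, with a fluorescence ratio check between 0.3 and a set limit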;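 note: plate controls were Siah plus tracer with DMSO for no effect and tracer alone without Siah for full effect; strong numbers were not always called active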
XIAP displacement: XIAP antagonists, biochemical, IAP family, fluorescence polarization (AID 1018); XIAP BIR domain, fluorescence polarization peptide displacement; higher % means a stronger effect; 200,000 tested, 0.007% active; displacement, % at 20 µM, or IC50 in µM where a hit was titrated; E3 ubiquitin-protein ligase XIAP (Homo sapiens); in the data active = displacement above about 50%; note: a part of the inactive calls stands beside numbers as strong as those of hits
Hep lipid drop: inhibitors of hepatocyte lipid droplet formation, primary screen, imaging, high-throughput imaging, BODIPY stain; AID 1656, 2009; 240,000 tested, 0.4% active; inhibition, % at 6.5 µM; AML12 mouse hepatocytes, oleate lipid droplets;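 active = lipid droplet intensity inhibited by at least 50%, with more than 500 cells counted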
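Material – mouse AML12 hepatocyte cell line, fixed after treatment · Compound dosing – one dose, 6.5 µM compound · Times – compound with oleate, overnight · Measured by – Image-based BODIPY and DAPI two-channel analysis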
M17LAP inhibition: P. falciparum M17LAP inhibitors, primary screen, biochemical, fluorogenic H-Leu-NHMec substrate, 1536-well (AID 1619). inhibition, % at 30 µM; hits with a dose series show IC50 in µM. Leucine aminopeptidase (Plasmodium falciparum (isolate 3D7)). recombinant M17LAP, H-Leu-NHMec fluorogenic kinetic assay; higher % means a stronger effect. 220,000 tested, 0.38% active;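 active = compound inhibiting the enzyme by more than half at any dose during confirmatory dose-response retesting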;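 note: plate controls were full reaction with DMSO carrier for no effect and no enzyme background for full effect; strong numbers were not always called active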
CSM14.1 death rescue: rescue of cells from ER stress-induced death, primary screen, 384-well, CSM14.1, thapsigargin, ATP luminescence (AID 1222); CSM14.1 thapsigargin-induced death rescue, ATP luminescence; higher % means a stronger effect; cellular ATP content (survival), % at 20 µM; hits with a dose series show EC50 in µM; 190,000 tested, under 10 active;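 active = EC50 below 50 µM in the dose-response confirmation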;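 note: death triggered by thapsigargin at about 15 µM added after 2 h compound pretreatment; cell ATP read after overnight thapsigargin exposure of roughly 18 to 22 hours; normalized against plate controls of thapsigargin alone and 5% DMSO vehicle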
NOD2 inhibition: NOD2 signaling inhibitors, cell-based, luminescence, uHTS, HEK293 (AID 1566). HEK293 NOD2/NF-kB luciferase reporter, luminescence; higher % means a stronger effect. one-dose inhibition, % at 4 µM; EC50 in µM for titrated hits. 290,000 tested, 0.63% active; note: many of its hits are not listed in these tables
AID2073: inhibitors of Mint1-CaV2.2 protein interaction, biochemical, HTRF (AID 2073); Voltage-dependent N-type calcium channel subunit alpha-1B (Homo sapiens); HTRF protein-protein interaction, Mint1-CaV2.2; higher % means a stronger effect; one-dose inhibition, % at 20 µM; IC50 in µM for titrated hits; 290,000 tested, 0.19% active; in the data active = inhibition mostly above about 51%, no sharp cut-off; note: some results filed as inactive read as strong as hits
Hep lipid drop cells 6.5 µM: also measured in Hep lipid drop; calls as there; cell count; measured here: cell count, cytotoxicity flag;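 cells counted across two imaged fields per well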
The depositor's hits bear a star; . = no result given. Cut-off read from the data, not from the text of the source, unless noted: active = inhibition above about 50%; inactive = the rest.

SMILES	M1AAP inhibition	LYP phosphatase	SIAH1 antagonists	XIAP displacement	Hep lipid drop	Hep lipid drop cells 6.5 µM	M17LAP inhibition	CSM14.1 death rescue	NOD2 inhibition	AID2073
COc1cccc(NC(=O)CN(c2ccc3c(c2)OCO3)S(C)(=O)=O)c1	3%	-5%	-3%	2.7%	-5	715	1%	1.5%	-28%	-12%
CC1=C(OC(=O)c2ccc(Br)cc2)C(C)(C)C(c2ccccc2)OC1=O (stereo not drawn)	8%	-3%	0%	-6.2%	10	759	2%	-0.5%	0%	-1%
O=C(c1ccc2nc[nH]c2c1)N1CCc2ccccc2C1	2%	-3%	-7%	-10%	14	747	11%	0.2%	1%	-5%
Cc1ccc(NC(=O)Nc2cccnc2)cc1Cl	.	-8%	-1%	.	18	711	.	.	-47%	0%
CCOc1cc2[nH]c(=O)n(Cc3ccc(C(=O)NCCOC)cc3)c(=O)c2cc1OCC	9%	-7%	-4%	-13%	18	721	-2%	-1.8%	23%	-3%
COc1cc(C2Nc3ccccc3C(=O)N2c2ccc3c(c2)OCCO3)ccc1OCC(C)C (stereo not drawn)	5%	13%	-2%	2.9%	-16	720	-4%	-4.2%	-86%	8%
COc1cc2ccccc2cc1C(=O)N(CCN(C)C)c1nc2c(C)cccc2s1	.	-1%	0%	.	12	776	.	.	16%	-1%
Cc1cc(C)c2nc(-c3ccccn3)cc(C(=O)Nn3cnnc3)c2c1	6%	8%	0%	-6.9%	.	.	6%	-0.9%	-14%	38%
O=C(NCCN1CCN(Cc2ccc([N+](=O)[O-])cc2)CC1)C(=O)Nc1ccccc1	-3%	0%	9%	-3.9%	-5	535	0%	-0.6%	10%	0%
CC1CCCCN1S(=O)(=O)c1ccccc1[N+](=O)[O-] (stereo not drawn)	0%	-7%	9%	3.1%	-7	659	18%	22%	15%	-2%
OC1CNCc2cc3c(cc21)OCCO3 (stereo not drawn)	6%	-4%	2%	-6.2%	-2	683	0%	-0.1%	-12%	-5%
CCOC(=O)CCc1c(C)c2ccc(OCc3nn[nH]n3)c(C)c2oc1=O	4%	-4%	0%	-0.4%	.	.	-51%	-3.3%	10%	11%
Cc1c(CCO)c(=O)n(-c2ccccc2)n1S(=O)(=O)c1ccc(Cl)cc1	2%	1%	0%	-11%	5	727	11%	3.0%	11%	0%
CCOc1ccc(-c2nnc3ccc(SCC(=O)NCc4ccco4)nn23)cc1	-5%	-6%	-2%	-3.0%	.	.	2%	-3.3%	24%	16%
CCOc1ccc(S(=O)(=O)n2nnc3ccccc32)cc1C(C)C	2%	-6%	3%	-3.9%	-5	784	52%	-0.1%	10%	-3%
COc1ccc(NC(=O)NCc2ccncc2)cc1	8%	-7%	2%	-2.9%	.	.	14%	-0.7%	23%	2%
Cc1cc(C)cc(NC(=O)C2CCN(S(C)(=O)=O)CC2)c1	.	-7%	2%	.	3	823	.	.	10%	0%
COc1ccc(NC(=O)C(=O)NCCN2CCN(C(=O)C(c3ccccc3)c3ccccc3)CC2)cc1	-5%	2%	-2%	-1.1%	.	.	-6%	-0.2%	7%	1%
COC(=O)C/C(C)=N/Nc1ccc(S(=O)(=O)N2CCCC2)cc1[N+](=O)[O-]	-1%	-4%	-4%	2.2%	2	656	-8%	-2.4%	5%	-4%
COc1ccc(CCNc2oc(COc3ccccc3Cl)nc2C#N)cc1OC	5%	2%	2%	-15%	-40	799	-8%	2.6%	16µM*	-8%
O=C(O)CCc1nnc(SCC(=O)Nc2ccc(Cl)c(C(F)(F)F)c2)[nH]c1=O	-1%	-3%	0%	-1.6%	14	665	2.8µM*	-0.6%	16%	-2%
C[C@H](N)C(=O)N1CCC(C(=O)N[C@@H](Cc2ccccc2)C(=O)Nc2ccc(F)cc2)CC1	.	-4%	-1%	.	4	811	.	.	17%	-2%
CCCNC(=O)OC[C@H]1O[C@H](CCO/N=C(\C)CCN2CCc3nc(-c4ccccc4)c(-c4ccccc4)cc3C2)C=C[C@@H]1Oc1ccc(OC)cc1	1%	0%	-7%	-5.8%	-4	677	2%	-0.5%	-3%	9%
COc1ccc(CCNC(=O)CNC(=O)Cn2ccc3ccccc3c2=O)cc1OC	2%	-6%	2%	.	1	652	6%	.	25%	9%
Cc1ccc(CN2CCNC(=O)C2CC(=O)N2CCN(c3ncccn3)CC2)o1 (stereo not drawn)	2%	2%	5%	-9.2%	12	712	5%	-0.3%	4%	12%
CCCc1cc(C(=O)N/N=C/c2ccc(CC)s2)c2ccccc2n1	8%	7%	2%	-1.4%	.	.	-3%	-1.4%	-25%	2%
O=C(c1ccco1)N1CCN(S(=O)(=O)c2cccs2)CC1	1%	4%	2%	-2.0%	-2	765	-3%	0.1%	-8%	-7%
CS(=O)(=O)N(CC(=O)N1CCCCCC1)c1ccc(Br)cc1	-1%	1%	2%	-4.8%	-22	687	3%	-2.3%	0%	-7%
S=C(NCCc1ccccc1)Nc1ccc(Cl)cc1	-3%	-4%	6%	-3.9%	8	530	-7%	13%	24%	0%
O=C(C1COc2ccccc2O1)N1CCN(c2nc3ccccc3s2)CC1 (stereo not drawn)	.	-4%	4%	.	11	748	.	.	-3%	-4%
Fc1ccc(CN2CCN(c3ncnc4scc(-c5ccccc5)c34)CC2)cc1	.	-4%	-3%	.	-24	829	.	.	14%	4%
CN(c1ccccc1)S(=O)(=O)c1nnc(NC(=O)COc2ccccc2F)s1	.	-2%	-4%	.	-7	714	.	.	22%	18%
N/C(=N\OC(=O)c1csnn1)c1ccc(C(F)(F)F)cc1	1%	-5%	0%	.	24	735	2%	.	-33%	-25%
COc1ccc(CCNC(=O)c2cc(-c3cc(Cl)ccc3O)n[nH]2)cc1OC	4%	-6%	3%	.	-1	686	2%	.	-8%	12%
COc1cc(-c2noc(C)c2/C=C/c2ccc(N)cc2)cc(OC)c1OC	.	-7%	-3%	.	.	.	.	.	-7%	11%
COc1ccc(-c2cc(C(=O)N(C)Cc3ccccc3)c3ccccc3n2)cc1	.	-3%	5%	.	-4	820	.	.	10%	20%
O=C1NC(=O)C2(CCC(C(=O)O)C2)N1 (stereo not drawn)	-3%	-7%	8%	-2.3%	2	718	-4%	2.3%	13%	4%
O=C(N1CCCCC1)N1CCN(c2ccc(Cl)cc2)CC1	7%	-2%	0%	-2.4%	-5	663	21%	-1.6%	6%	-4%
CN(C)CCn1c(=S)[nH]c2ccccc2c1=O	9%	-7%	-2%	-1.1%	-15	722	-4%	2.4%	-9%	-11%
COc1cccc(N/C=C/c2onc(C)c2[N+](=O)[O-])c1	-5%	-12%	4%	-1.4%	37	696	-3%	1.3%	-66%	38%
O=[N+]([O-])c1cccc(CN2C[C@@]34C=C[C@@H](C[C@@H]3S2(=O)=O)O4)c1	.	-11%	-1%	.	.	.	.	.	-4%	10%
Cc1ccc(C(=O)NN2C(=O)C3C4C=CC([C@@H]3C2=O)C42CC2)cc1 (stereo partly drawn)	5%	-10%	4%	.	-13	695	21%	.	17%	-4%
CC(/C=N/NC(=O)c1nnn(-c2nonc2N)c1CN(C)C)=C\c1ccco1	12%	-6%	-6%	.	6	698	19%	.	4%	8%
Cc1ccc(S(=O)(=O)N2CCN(C(=O)c3ccc4c(c3)OCO4)CC2)cc1	.	-5%	4%	.	-7	826	.	.	10%	-4%
CC(=O)Nc1ccc2nc(NC(=O)C(Cl)(Cl)Cl)sc2c1	14%	-3%	12%	-3.1%	10	707	6%	-1.3%	-33%	14%

Looked up above:
CC(=O)Nc1ccc2nc(NC(=O)C(Cl)(Cl)Cl)sc2c1 | M1AAP inhibition = 14%
Cc1ccc(C(=O)NN2C(=O)C3C4C=CC([C@@H]3C2=O)C42CC2)cc1 (stereo partly drawn) | NOD2 inhibition = 17%

(listing goes on)
SMILES	M1AAP inhibition	LYP phosphatase	SIAH1 antagonists	XIAP displacement	Hep lipid drop	Hep lipid drop cells 6.5 µM	M17LAP inhibition	CSM14.1 death rescue	NOD2 inhibition	AID2073
CC1/C(=N/O)CC(c2ccccc2)NC1c1ccccc1 (stereo not drawn)	3%	-10%	3%	-0.9%	-4	702	6%	-1.1%	15%	-1%
CCOC(=O)c1cccc(NC(=O)CCS(=O)(=O)c2ccc(Br)s2)c1	0%	-6%	-1%	-4.7%	10	828	0%	-0.7%	13%	-7%
O=C(COC(=O)c1ccccc1C(=O)c1ccccc1)Nc1cccc([N+](=O)[O-])c1	10%	-1%	6%	1.3%	-11	623	-7%	-4.8%	0%	-1%
COc1ccc(CN2CCSCC2)c(OC)c1C	.	-13%	-1%	.	.	.	.	.	19%	8%
Cc1cc2cc(CN(CCN(C)C)C(=S)NCc3ccco3)c(=O)[nH]c2cc1C	13%	-6%	-1%	5.9%	-3	621	20%	-0.3%	-5%	-12%
Fc1ccc(-c2cc(-c3cccs3)cc(-c3ccccc3)n2)cc1	10%	-3%	1%	.	-46	771	-5%	.	-12%	2%
CCCNC(=O)c1ccc2c(c1)ncn2-c1cc(C)cc(C)c1	3%	-11%	2%	-0.7%	-2	718	1%	1.9%	-53%	21%
O=C(c1ccccc1F)N1CCN(c2ccccn2)CC1	.	-13%	2%	.	-2	788	.	.	10%	-9%
O=C(NCCc1ccc(Cl)cc1Cl)c1cccnc1	.	-7%	5%	.	16	816	.	.	1%	15%
O=C(O)CC(NC(=O)Cc1ccccc1)c1cc([N+](=O)[O-])ccc1Cl (stereo not drawn)	15%	-6%	9%	-1.4%	19	734	1%	-0.6%	12%	9%
Cc1nc(CC(C)C)cc(C(=O)N2CCCC(Nc3ccc(C)c(C)c3)C2)n1 (stereo not drawn)	.	-6%	14%	.	-1	893	.	.	3%	-7%
COc1cccc(Nc2ncnc3c2cnn3C)c1	2%	-8%	1%	-3.6%	.	.	16%	0.0%	-16%	3%

3 structures from above, sorted by formula weight, largest number first:
SMILES	M1AAP inhibition	LYP phosphatase	SIAH1 antagonists	XIAP displacement	Hep lipid drop	Hep lipid drop cells 6.5 µM	M17LAP inhibition	CSM14.1 death rescue	NOD2 inhibition	AID2073
CC1=C(OC(=O)c2ccc(Br)cc2)C(C)(C)C(c2ccccc2)OC1=O (stereo not drawn)	8%	-3%	0%	-6.2%	10	759	2%	-0.5%	0%	-1%
Cc1cc2cc(CN(CCN(C)C)C(=S)NCc3ccco3)c(=O)[nH]c2cc1C	13%	-6%	-1%	5.9%	-3	621	20%	-0.3%	-5%	-12%
O=C(c1ccco1)N1CCN(S(=O)(=O)c2cccs2)CC1	1%	4%	2%	-2.0%	-2	765	-3%	0.1%	-8%	-7%

Some of the compounds tested. The share of hits here may be higher or lower than overall.
